ADAM17 inh: inhibitors of human ADAM17; P78536; recombinant ADAM17, EDANS/DABCYL FRET peptide cleavage; inhibition, % at 6.95 µM; 370,000 compounds, 0.83% hits;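 active = inhibition above the mean of compounds lying between control limits plus 3 SD, set per campaign, cut at about 8.5% in these data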;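 also: 0% = DMSO-only wells as the low control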
MBD2 DNA inh: inhibitors of human MBD2 binding to methylated oligonucleotide. TR-FRET. 370,000 compounds, 0.31% hits. AID 686964. inhibition, % at 4.4 µM; in the data active = inhibition above about 13%
ARFGAP1 inh: inhibits rat ARF GTPase activating protein 1; Q62848; Arfgap1-stimulated ARF1 GTP hydrolysis, GDP FP detection; inhibition, % at 16.5 µM; 360,000 compounds, 0.26% hits;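 active = inhibition above a per-plate limit, mean inhibition of low control wells plus 3 SD, cut at about 25% in these data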;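 also: 0% = DMSO wells with enzyme and 100% = wells lacking Arfgap1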
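system = rat Arfgap1 catalytic domain, aa 1-136 | technique = FP, GDP Alexa 633 tracer displaced from anti-GDP antibody, 620/688 nm | compound = one concentration, 16.5 µM, DMSO 1.26% | medium = HEPES-based buffer, pH 7.5 | timing = compound-enzyme preincubation 20 min, reaction 120 min, detection 60 min, 25 °C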
UHRF1 binding: human UHRF1 methylated DNA binding inhibitors; UHRF1 binding to methylated oligo, TR-FRET; inhibition, % at 4.4 µM; 370,000 compounds, 0.75% hits; AID 687016; in the data active = inhibition above about 21%;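 also: UHRF1 SRA domain binding a hemimethylated CpG hairpin DNA probe; 0% = median of test compound wells and 100% = reference inhibitor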
PLC-beta3 inh: blocks human PLC-beta3 enzyme activity | Purified PLC-beta3, fluorogenic substrate, fluorescence | inhibition, % at 12.2 µM | 370,000 compounds, 0.18% hits; in the data active = inhibition above about 11%;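 also: 0% = median of compound wells on plate and 100% = full blocker control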
Target sequence (Q01970 whole entry, looked up): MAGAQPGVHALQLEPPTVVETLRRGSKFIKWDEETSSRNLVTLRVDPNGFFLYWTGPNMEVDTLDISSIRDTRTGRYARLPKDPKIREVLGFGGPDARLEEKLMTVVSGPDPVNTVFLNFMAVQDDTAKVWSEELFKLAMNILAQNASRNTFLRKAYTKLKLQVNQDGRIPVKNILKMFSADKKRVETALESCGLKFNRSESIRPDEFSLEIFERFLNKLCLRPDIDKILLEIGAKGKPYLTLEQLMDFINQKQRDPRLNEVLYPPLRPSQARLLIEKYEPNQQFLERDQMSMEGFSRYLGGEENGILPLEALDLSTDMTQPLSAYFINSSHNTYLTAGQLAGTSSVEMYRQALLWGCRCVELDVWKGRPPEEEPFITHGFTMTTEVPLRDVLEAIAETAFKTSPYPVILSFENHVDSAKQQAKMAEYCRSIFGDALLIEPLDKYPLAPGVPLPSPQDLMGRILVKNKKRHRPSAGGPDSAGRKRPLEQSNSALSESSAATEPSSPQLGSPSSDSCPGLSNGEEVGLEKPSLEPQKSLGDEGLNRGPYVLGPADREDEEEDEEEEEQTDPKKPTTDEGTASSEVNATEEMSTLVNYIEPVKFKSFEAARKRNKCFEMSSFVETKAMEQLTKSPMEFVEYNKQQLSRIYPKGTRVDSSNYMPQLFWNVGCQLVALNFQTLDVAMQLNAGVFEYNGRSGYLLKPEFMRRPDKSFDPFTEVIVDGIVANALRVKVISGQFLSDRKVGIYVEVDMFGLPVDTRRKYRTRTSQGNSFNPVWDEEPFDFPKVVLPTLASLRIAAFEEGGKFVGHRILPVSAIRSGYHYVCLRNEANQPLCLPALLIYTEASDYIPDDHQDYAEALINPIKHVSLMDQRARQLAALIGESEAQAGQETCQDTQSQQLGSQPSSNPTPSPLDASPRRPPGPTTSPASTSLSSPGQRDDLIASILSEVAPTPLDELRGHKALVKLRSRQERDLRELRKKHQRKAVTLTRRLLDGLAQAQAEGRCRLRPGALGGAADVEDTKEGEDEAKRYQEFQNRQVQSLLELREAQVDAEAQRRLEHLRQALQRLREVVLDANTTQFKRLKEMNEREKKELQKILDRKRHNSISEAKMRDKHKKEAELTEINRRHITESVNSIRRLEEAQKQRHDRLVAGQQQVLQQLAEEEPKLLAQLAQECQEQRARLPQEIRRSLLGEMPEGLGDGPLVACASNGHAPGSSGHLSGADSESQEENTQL
PLCg1 inh: blocks human PLC-gamma1 enzyme activity. 370,000 compounds, 0.84% hits. P19174. inhibition, % at 12.2 µM. purified PLC-gamma1, fluorogenic substrate, fluorescence; in the data active = inhibition above about 9.5%
Tn7 DDE FP: inhibitors of Tn7 peptide binding to human fibrin DD(E); P02675; FP displacement of FITC-Tn7 peptide from fibrin DD(E); 0% = median of compound wells per plate; inhibition, % at 8.3 µM; 370,000 compounds, 0.13% hits; AID 720508;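 active = inhibition above the mean of compounds falling within the control limits plus 3 SD of them, cut at about 14% in these data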;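 also: 0% = plate median of compound wells and 100% = 10 µM Aha-Tn7 peptide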
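Test system: human clot-derived fibrin DD(E) complex / Quantity: 2 µM final DD(E) protein / Incubation: 10 min plus 3 h, room temperature / Measured by: fluorescence polarization / Benchmarks: high control of 10 µM Aha-Tn7 peptide / Replicates: singlicate testing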
proKLK7 act: proKLK7 (human) activation, primary screen; purified proKLK7, EDANS-DABCYL substrate fluorescence; 100% is mature enzyme control, 0% vehicle; activation, % at 7 µM; 370,000 compounds, 0.9% hits; AID 652039;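 active = activation above the mean of all tested compounds plus 3 SD, computed per campaign excluding outliers beyond control limits, cut at about 13% in these data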
ASAP1 GAP inh: inhibitors of human ASAP1 ArfGAP activity. ASAP1-stimulated ARF1 GTP hydrolysis, GDP FP detection. inhibition, % at 16.5 µM. 360,000 compounds, 0.19% hits; in the data active = inhibition above about 25%;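 also: 0% = vehicle with enzyme and substrate and 100% = no enzyme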
Tn6 DDE FP: disrupts Tn6 cyclic peptide binding to fibrin D-Dimer-E complex | P02675 | Fibrin DD(E) TRITC-Tn6 fluorescence polarization displacement | inhibition, % at 8.3 µM | 370,000 compounds, 0.21% hits;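 active = inhibition above a per-campaign cutoff: mean of compounds within control limits plus 3 SD, cut at about 15% in these data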;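 also: 0% = median of all compound wells on the plate and 100% = blocking peptide control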
* marks the source's active call; other numbers are inactive results; i = inactive; & = joins results of further samples.

ADAM17 inh	ASAP1 GAP inh	ARFGAP1 inh	UHRF1 binding	Tn7 DDE FP	proKLK7 act	mol	Tn6 DDE FP	MBD2 DNA inh	PLC-beta3 inh	PLCg1 inh
-3	-3	13	0	12	1.0	Cc1ccc(NC(=O)CNc2cccc(S(=O)(=O)N3CCOCC3)c2)cc1F	0	3	-6	0
4	12	1	4	-1	1.6	CCCCOc1ccc(-c2nnc(-c3cc[n+](C)cc3)o2)cc1	1	-1	i	i
0	13	4	3	2	-0.5	CCOc1ccccc1-n1c(COc2ccc(C)cc2)nnc1SCC(N)=O	-4	-4	-3	2
1	-13	-4	0	-2	-0.1	CCNC(=O)C1(C)CCN(C(=O)c2ccc(OC)c(OC)c2)C1 (configuration not stated)	6	0	7	9.7*
-3	4	24	-1	-1	-0.6	COc1ccc(OC)c2[nH]c(=O)c(CCNC(=O)C(=O)c3c[nH]c4ccccc34)cc12	4	-5	-1	2
3	-3	10	2	2	-0.1	O=C(Nc1ccccc1-c1ccccc1)c1cccc([N+](=O)[O-])c1	2	-5	0	6
-6	-10	10	-1	3	0.0	CCc1nc2c(OCc3ccc(OC)cc3)cccn2c1N(C)C(=O)C(C)C	-6	4	-12	-2
-2	4	8	-1	4	0.0	CC(C)C(=NO)c1ccccc1	3	3	-5	-1
-1	-11	3	-2	3	0.3	CC1(N2CCCCC2)C(=O)c2ccccc2C1=O	4	0	2	1
0	7	3	-2	-1	-0.1	O=C1CCC(=O)N1CCC(=O)N(C(=O)NC1CCCCC1)C1CCCCC1	-3	5	3	0
-6	11	4	-10	3	1.7	O=c1c2ccccc2oc2ccc(NCCCn3ccnc3)cc12	2	-3	-77	-61
0	-23	5	1	6	0.3	C=CCNC(=O)/C(C#N)=C/c1ccccc1Cl	7	4	2	4
-2	-2	-14	-5	3	0.3	O=C(N1CCN(S(=O)(=O)c2ccc(Cl)cc2)CC1)n1ccnc1	2	3	-3	4
-1	-1	-6	0	-2	0.3	CC(C)OC(=O)/C(=C\c1cccnc1)NC(=O)c1ccccc1	4	-2	-2	2
-1	6	2	3	-4	0.3	Cc1cccc(C)c1NC(=O)N1CCN(C2CCCCC2)CC1	-3	1	0	2

Next part, starting with the last 2 of the part before.
ADAM17 inh	ASAP1 GAP inh	ARFGAP1 inh	UHRF1 binding	Tn7 DDE FP	proKLK7 act	mol	Tn6 DDE FP	MBD2 DNA inh	PLC-beta3 inh	PLCg1 inh
-1	-1	-6	0	-2	0.3	CC(C)OC(=O)/C(=C\c1cccnc1)NC(=O)c1ccccc1	4	-2	-2	2
-1	6	2	3	-4	0.3	Cc1cccc(C)c1NC(=O)N1CCN(C2CCCCC2)CC1	-3	1	0	2
-6	-6	-8	0	3	-0.2	Cc1cc(C)c(NC(=O)CS(=O)CC(=O)Nc2cccnc2)c(C)c1 (configuration not stated)	13	4	-2	-1
-2	-1	-8	0	5	0.1	CNC(=O)C(=O)N/N=C/c1ccc(Br)cc1	7	-2	-7	1
-8	4	-5	-1	2	0.8	Cc1ccc(-n2cccn2)c(CN2CCCC(C(=O)c3ccc4c(c3)OCO4)C2)c1 (configuration not stated)	2	5	-4	-2
-7	0	-5	2	2	0.3	Cc1ccc(S(=O)(=O)N2CCOCC2)cc1NC(=O)COC(=O)c1n[nH]c(=O)c2ccccc12	1	1	-10	0
-4	-7	10	11	3	1.1	O=C(NCC(c1ccco1)N1CCOCC1)c1cccc([N+](=O)[O-])c1 (configuration not stated)	1	7	-9	1
0	4	12	0	-2	0.9	O=C(Cn1cc2c(n1)CCCCC2)Nc1c(F)c(F)cc(F)c1F	2	0	-1	1
0	-7	7	-2	-1	-0.5	COc1ccc(-n2c(=O)[nH]cc(C(=O)N3CCc4ccccc43)c2=O)cc1	1	3	-1	1
-3	8	9	-1	-2	-0.1	CCn1c(SCC(=O)NCC(=O)Nc2ccc(F)cc2)nnc1-c1ccncc1	-3	1	-2	-4
-2	4	11	7	-2	-0.2	CCOC(=O)C(=O)Nc1nnc(C2CCCCC2)s1	-2	8	7	4
-3	-5	7	-3	-1	-0.2	CCn1cnc2scc(-c3ccc(OC)cc3)c2c1=O	-8	4	-13	-6
-2	-2	8	-2	-3	-0.8	O=C(NCCC1CCCCN1S(=O)(=O)c1ccccc1)C(=O)NCc1cccnc1 (configuration not stated)	-3	-5	4	-3
2	12	8	0	-7	0.1	O=C(CSc1nc(-c2ccccc2)cc(C(F)(F)F)n1)NCc1cccs1	-2	2	9	7
0	8	-11	-10	4	-0.3	COc1ccc2nc(/N=C/c3c(C)[nH]n(-c4ccc(C)cc4)c3=O)sc2c1	-2	-2	2	1
-1	-3	-6	0	6	0.4	CC(=O)c1ccc(NC(=O)CSc2ccc(-c3ccc(-n4cccn4)cc3)nn2)cc1	-1	0	2	0
-3	0	-9	2	-7	0.3	CC(OC(=O)c1ccc(Cl)c([N+](=O)[O-])c1)C(=O)N1CCN(Cc2ccccc2)CC1 (configuration not stated)	3	1	-4	-3

Next section, starting with the last two of the part before.
ADAM17 inh	ASAP1 GAP inh	ARFGAP1 inh	UHRF1 binding	Tn7 DDE FP	proKLK7 act	mol	Tn6 DDE FP	MBD2 DNA inh	PLC-beta3 inh	PLCg1 inh
-1	-3	-6	0	6	0.4	CC(=O)c1ccc(NC(=O)CSc2ccc(-c3ccc(-n4cccn4)cc3)nn2)cc1	-1	0	2	0
-3	0	-9	2	-7	0.3	CC(OC(=O)c1ccc(Cl)c([N+](=O)[O-])c1)C(=O)N1CCN(Cc2ccccc2)CC1 (configuration not stated)	3	1	-4	-3
0	7	5	-3	-8	-0.1	C[C@@H]1CN([C@@H](C)CO)S(=O)(=O)c2ccc(Br)cc2O[C@H]1CN(C)C(=O)c1cccc(F)c1	4	2	1	1
1	-12	-10	-2	4	0.1	CCOc1ccc(CCNC(=O)c2cc3c(s2)CS(=O)(=O)C3)cc1OCC	0	-6	-5	-3
-9	8	-2	2	3	1.2	COc1ccc(-c2cc(C(F)(F)F)n3nc(C(N)=O)cc3n2)cc1	0	0	-60	-45
-9	15	-7	5	-2	-0.4	N#CCO/N=C/C(=O)Nc1ccc(F)cc1F	-3	1	-6	-2
-1	3	2	-4	10	-0.1	COc1ccc(OC)c(NC(=O)C2C(C(=O)O)C3(Cl)C(Cl)=C(Cl)C2(Cl)C3(Cl)Cl)c1 (configuration not stated)	3	-4	-2	1
-2	-4	9	-2	-2	-0.8	Cn1c(=O)c2c(nc(CN3CCN(C(=O)c4ccco4)CC3)n2CCc2ccccc2)n(C)c1=O	8	-4	2	1
-6	-12	-1	-1	-4	0.3	CC(C)c1c(C(=O)N/N=C/c2ccc(OCc3ccc(F)cc3)cc2)nnn1-c1nonc1N	-1	0	-10	1
-5	5	-3	0	6	-0.4	COCC#Cc1cnc2c(c1)C(=O)N([C@@H](C)CO)C[C@H](C)[C@H](CN(C)C(=O)c1ccc3c(c1)OCO3)O2	6	-7	1	-2
-6	-7	4	-1	7	0.6	CC(C)C[C@@H]1COc2cc(N3CCC[C@H]3CO)ccc2S(=O)(=O)N1	-12	-1	-1	-1
-65	3	4	-3	2	4.0	CC(=O)Nc1cccc(NC(=O)CN2c3cccc4cccc(c34)S2(=O)=O)c1	2	1	-251	-244
-8	12	4	0	1	-0.4	NS(=O)(=O)c1cccc(NC(=O)CSc2n[nH]c(-c3cccs3)n2)c1	-5	5	-12	-4
-5	0	6	4	9	-1.0	O=CNCc1nc2ccccc2n1CCCc1ccccc1	1	1	-10	-1
-7	2	-5	1	6	4.0	COc1cccc(C2=CC(c3cccc(OC)c3OC)n3nnnc3N2)c1 (configuration not stated)	-6	4	-114	-98
-3	-18	-6	-4	3	-0.3	COC(=O)CC(NC(=O)Nc1ccccc1F)c1ccc2c(c1)OCO2 (configuration not stated)	6	5	-5	0
4	-18	-9	0	0	0.9	CCOc1ccc(/C(O)=C2/C(=O)C(=O)N(CCCN3CCOCC3)C2c2ccc(C)cc2)cc1C (configuration not stated)	1	0	-6	-1
-1	12	-5	2	-10	0.8	CCc1cccc(C)c1Nc1nc2ccccc2n2cnnc12	3	-3	-7	1
3	0	3	4	2	0.3	CCC(C)CCN1CCN=C1N(C)C (configuration not stated)	1	1	7	6
-2	-10	-6	-4	9	-0.6	CCOCc1nnc(NC(=O)c2ccc3c(c2)OCO3)s1	4	-5	-7	-1
-4	-1	12	-1	0	0.6	CCN1C(=O)[C@H]2[C@H]3CN=C(SCc4ccc(C#N)cc4)N3[C@@](CC)(C(=O)OC)[C@H]2C1=O	3	4	1	-2
5	-3	-3	6	-1	-0.1	O=C(CCNC(=O)c1ccccc1Cl)Nc1ccc2c(c1)OCO2	-2	3	10	11*
1	-10	-1	-3	-4	0.0	COCCCNC(=O)c1ccc(Cn2c(=O)c3ccccc3n(Cc3ccc(C)cc3)c2=O)cc1	1	-2	3	1
-2	9	3	-1	5	-0.5	Cc1nn(-c2ccccc2)c(C)c1C(=O)NCc1ccccc1F	0	-3	-3	-3
2	-1	-3	0	-2	-0.6	CCOC(=O)c1c(C)c(-c2ccccc2)n(CC(=O)NCCCN(CC)CC)c1C	3	-1	4	3
0	10	2	-1	-3	0.1	COc1ccccc1CNC(=O)c1ccc(S(=O)(=O)N2CCCC2)cc1	11	-4	4	-1
-7	35*	2	-1	0	-0.5	COc1cccc(-c2onc3ccc(C(=O)/C=C/N(C)C)cc23)c1	4	3	-31	-26
-1	10	0	1	-4	0.3	CCN(CC)C(=O)[C@H]1C[C@H](CC(=O)NC(C)(C)C)C(=O)N2CCc3c([nH]c4cc(CCC(=O)N(C)C)ccc34)[C@]12C	6	4	-3	-2
-8	4	4	-3	2	-0.4	COc1cc(C(=O)NNC2=CC(=O)CC(C)(C)C2)cc(OC)c1OC	5	1	-40	-35
1	-1	-7	0	-10	0.3	O=C1C2CCCCN2C(=O)N1CCCCN1CCN(c2cccc(Cl)c2)CC1 (configuration not stated)	-1	-3	5	4
1	-7	-6	-3	5	0.0	CCCC(=O)Nc1ccc(C(=O)NN2C(=O)c3ccccc3C2=O)cc1	-4	-5	1	6
-2	10	-10	2	4	-1.3	C/C(Cn1nnc2ccccc21)=N\NC(=O)c1cccc(Br)c1	-9	0	-9	-2
3	6	2	0	5	0.0	COc1ccccc1/C=C1\SC(=S)N(CC(=O)NC2CCS(=O)(=O)C2)C1=O (configuration not stated)	-4	5	-14	4
-2	-2	11	0	0	-0.5	CCCn1c(N)c(C(=O)CSc2nc(C)nc3sc(C)c(C)c23)c(=O)[nH]c1=O	1	-6	2	-1
-1&-7	-2&7	-6&2	-1&5	9&4	0.6&0.4	Oc1c(C=C2N=c3ccccc3=N2)sc(=S)n1C1CCCCC1	7&1	0&3	-4&-11	-1&-4
-1	2	-5	2	8	0.1	COc1cc(C(=O)NC(C)Cc2ccccn2)ccc1OC1CCN(C(C)=O)CC1 (configuration not stated)	-2	-1	-3	-1
1	9	12	1	-1	0.0	O=C(C1CCCN(S(=O)(=O)c2cccc3cccnc23)C1)N1CCN(c2ccc(F)cc2)CC1 (configuration not stated)	0	6	0	3
-4	9	-4	0	0	-3.1	Cc1oc(-c2ccc(F)cc2)cc1-c1nn2c(-c3ccco3)nnc2s1	-2	0	-13	-6

High-throughput results from PubChem.
